Screening data (PubChem BioAssay)
PKA-R2B act: PKA-R2B complex activation; P22694+P31323; activation, % at 11.4 µM; 340,000 tested, 0.079% active; PKA-R2B holoenzyme dissociation, Cy5-IP20 fluorescence polarization; R2B truncated from residue 108, S112A mutant; 0% DMSO only, 100% 113 µM cGMP;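 active means activation above a cutoff set at the mean over all compounds plus 3 SD, cut at about 18% in these data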;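 further: higher means more holoenzyme dissociation and a rise in polarization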
Target sequence (P31323 whole entry, looked up, other chains not shown, the tested form may be a part): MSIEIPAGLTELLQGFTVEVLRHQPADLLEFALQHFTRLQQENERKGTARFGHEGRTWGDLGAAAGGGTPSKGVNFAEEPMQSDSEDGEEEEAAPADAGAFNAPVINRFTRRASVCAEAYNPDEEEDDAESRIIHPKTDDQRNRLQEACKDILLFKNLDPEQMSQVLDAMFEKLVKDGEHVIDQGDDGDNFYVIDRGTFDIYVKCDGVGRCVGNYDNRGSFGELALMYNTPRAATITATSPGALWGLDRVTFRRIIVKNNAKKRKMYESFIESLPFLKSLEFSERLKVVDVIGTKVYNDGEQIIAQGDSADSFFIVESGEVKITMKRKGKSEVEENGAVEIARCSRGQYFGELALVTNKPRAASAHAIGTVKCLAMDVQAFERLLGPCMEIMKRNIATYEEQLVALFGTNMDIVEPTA
CAL PDZ FP-1: inhibitors of human CAL PDZ peptide binding. AID 602252. purified CAL PDZ, TMR-peptide fluorescence polarization, 1 h. inhibition, % at 24.9 µM. 300,000 tested, 0.92% active;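 active means mean inhibition of at least 30% with at least half of replicates also reaching 30%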;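 further: 0% = DMSO neutral control and 100% = excess unlabeled competitor peptide PRC23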
DAGLB inh: diacylglycerol lipase beta (human) inhibition. 340,000 tested, 0.059% active. HEK293T DAGLB membrane lysate, EnzChek fluorogenic substrate. inhibition, % at 5.17 µM. AID 504411; in the data active means inhibition above about 34%;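 further: 0% = enzyme with vehicle and 100% = wells lacking enzyme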
Cardiac RTF inh: cardiac RTF calcium desensitization; P19429+P45379; IANBD-labeled cardiac RTF, Ca2+ fluorescence; inhibition, % at 7.15 µM; 340,000 tested, 0.12% active; AID 493244;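 active means inhibition above the mean inhibition of all tested compounds plus 3 SD, cut at about 17% in these data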;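 further: assay run at fixed EC70 calcium of 1.6 mM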
RTF Ca sens act: cardiac RTF calcium sensitization; P19429+P45379; IANBD-labeled TnC RTF fluorescence at EC20 calcium; 0% EC20 calcium, 100% full calcium; activation, % at 7.2 µM; 340,000 tested, 0.24% active; AID 493008;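 active means activation above the mean over all tested compounds plus 3 SD, cut at about 30% in these data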;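 further: rise in fluorescence read as greater calcium sensitivity of cardiac thin filaments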
CAL PDZ FP-2: inhibitors of human CAL PDZ peptide binding; AID 504414; inhibition, % at 20 µM; purified CAL PDZ, TMR-peptide fluorescence polarization, 1 h; Q9HD26; 330,000 tested, 0.02% active;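 active means highest replicate inhibition of at least 40%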;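 further: plate controls were DMSO neutral control wells for no effect and unlabeled competitor peptide control wells for full effect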
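Test system: purified CerCALP PDZ construct; Compound dosing: one concentration, 20 µM compound; Also added: TMR-labelled reporter peptide T*-PRC34 bound in PDZ groove; Read-out: inhibition from polarization loss; Controls: unlabelled peptide and DMSO controls; Signal: FP readout, S and P plane fluorescence; Incubation: 1 h at RT.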
Rtt109 Vps75: blocks Candida albicans Rtt109/Vps75 acetyltransferase activity. Q5AAJ8. purified Rtt109/Vps75, ThioGlo CoA-SH fluorescence, 4 h. inhibition, % at 34.9 µM. 330,000 tested, 0.16% active;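 active means inhibition of at least 50% in every replicate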
LANA DNA inh: blocks KSHV LANA C-terminal domain binding to DNA; MBP-C-LANA/FAM-LBS DNA binding, fluorescence polarization; inhibition, % at 9 µM; 340,000 tested, 0.078% active;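 active means highest replicate inhibition at or above 60% at 9 µM, even if other replicates fall short; inactive means all replicates below 60% inhibition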;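 further: 0% = neutral control wells and 100% = 4 µM acridine orange control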
SR-BI DiI-HDL act: SR-BI HDL lipid transfer activation. 320,000 tested, 0.096% active. activation, % at 12.5 µM. AID 504775. CHO ldlA[mSR-BI] cells, DiI-HDL uptake fluorescence, 3 h; 100 = double the neutral-control signal;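 active means mean replicate activation of at least 60% and every replicate at or above 60%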;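 further: 0% = median plate neutral-control signal and 100% = twice that signal; values of inactives mirror those of a sister screen read the other way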
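Material – SR-BI-overexpressing, LDLR-lacking CHO cells · Medium – BSA-supplemented, HEPES-buffered Ham's F12, pH 7.4 · Doses – single concentration · Times – compound with DiI-HDL co-incubation, 3 h at 37 °C · Measured by – bottom-read fluorescence, 550/595 nm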
Keap1-Nrf2 PPI: Keap1-Nrf2 (human) interaction inhibition; Q14145; Keap1 Kelch-Nrf2 peptide fluorescence polarization, 1536-well; inhibition, % at 9.4 µM; 340,000 tested, 0.15% active; in the data active means inhibition above about 12%;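 further: human Keap1 Kelch domain with fluorescein labeled Nrf2 9mer peptide probe; 0% = neutral control wells and 100% = peptide positive control; higher means more block of Keap1 binding to Nrf2 peptide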
Target sequence (Q14145 whole entry, looked up, the tested form may be a part): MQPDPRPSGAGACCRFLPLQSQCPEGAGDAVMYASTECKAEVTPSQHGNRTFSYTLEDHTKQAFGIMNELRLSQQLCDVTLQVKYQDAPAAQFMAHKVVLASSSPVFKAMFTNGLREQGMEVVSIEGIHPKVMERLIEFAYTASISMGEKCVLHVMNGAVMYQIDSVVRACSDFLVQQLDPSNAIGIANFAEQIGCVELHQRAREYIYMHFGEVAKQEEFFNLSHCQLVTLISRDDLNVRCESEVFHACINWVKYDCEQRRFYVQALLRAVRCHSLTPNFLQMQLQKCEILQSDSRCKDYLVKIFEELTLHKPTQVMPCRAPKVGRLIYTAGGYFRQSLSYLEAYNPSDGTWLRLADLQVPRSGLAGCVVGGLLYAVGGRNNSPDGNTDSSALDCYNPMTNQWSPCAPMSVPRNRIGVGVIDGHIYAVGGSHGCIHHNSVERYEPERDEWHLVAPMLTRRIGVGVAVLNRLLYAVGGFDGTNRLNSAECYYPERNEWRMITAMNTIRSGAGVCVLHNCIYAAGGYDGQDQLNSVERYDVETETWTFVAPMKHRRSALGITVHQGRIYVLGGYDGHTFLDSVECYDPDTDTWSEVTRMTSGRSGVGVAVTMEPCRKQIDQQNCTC
The depositor's hits bear a star; x = not tested or not shown. Not a hit list; 1.6% or so of the library scored in one or more.

SMILES | PKA-R2B act | CAL PDZ FP-1 | DAGLB inh | Cardiac RTF inh | RTF Ca sens act | CAL PDZ FP-2 | Rtt109 Vps75 | LANA DNA inh | SR-BI DiI-HDL act | Keap1-Nrf2 PPI
CCC/C(=N\NC(=O)Cc1csc(N2CCOCC2)n1)c1ccccc1 | -10 | 5 | -2 | -18 | 0 | 0.0 | -1 | -0.6 | 46 | -7
O=C(COC(=O)/C=C/c1ccc(Cl)cc1Cl)NCCC1=CCCCC1 | -8 | 0 | -3 | -6 | 5 | -1.0 | 8 | 0.1 | -12 | -3
CCOc1cc(CNc2ccc(O)cc2)ccc1OCc1ccc(Cl)cc1Cl | -12 | -4 | -7 | 1 | 8 | 0.6 | 1 | 0.5 | -61 | -4
CCCn1c(N)c(C(=O)CSc2nnnn2-c2ccc(O)cc2)c(=O)n(C)c1=O | -9 | -1 | 2 | 5 | 6 | -1.9 | -4 | -0.8 | -6 | -1
Cc1cc(C)cc(N(CC(=O)NCc2ccco2)S(=O)(=O)c2ccccc2)c1 | 9 | -1 | -4 | 1 | -5 | -1.6 | 32 | 1.1 | x | -3
CN(CC(=O)Nc1ccc(Cl)c(C(F)(F)F)c1)C(=O)C1CCN(C(=O)c2ccc(Cl)cc2)CC1 | -12 | x | 2 | -6 | 0 | -0.1 | 5 | -1.9 | -29 | -1
CC(C)NC(=O)c1ccc(NC(=O)CC2SC(N3CCCC3)=NC2=O)cc1 (stereo not drawn) | 3 | 2 | -2 | 5 | -1 | -0.1 | -14 | 1.2 | 3 | 2
C/C(=N\NC(=O)C1COc2ccccc2O1)c1cccs1 (stereo not drawn) | -9 | -1 | -4 | 0 | 2 | -3.6 | -6 | 1.2 | 1 | 1
O=C(NCCOC(=O)C1COc2ccccc2O1)C1COc2ccccc2O1 (stereo not drawn) | 2 | -1 | 0 | -8 | 3 | -5.5 | -9 | -1.2 | x | -4
O=C(CN1C(=O)c2cccnc2Oc2ccc(Cl)cc21)NC1CCCC1 | 6 | -2 | -1 | -7 | -1 | -2.5 | -5 | -0.5 | x | -5
O=C1C2C3C=CC(C4CC34)C2C(=O)N1c1ccc2c(c1)OCO2 (stereo not drawn) | 2 | -1 | -1 | -3 | 2 | -1.7 | 8 | 1.1 | 6 | 0
COc1cccc(NS(=O)(=O)c2ccc3c(c2)C2C=CCC2C(c2ccc(C(=O)O)cc2)N3)c1 (stereo not drawn) | 5 | -4 | 12 | 11 | -22 | 0.6 | 0 | 104* | -22 | 7
Cc1cccc(CC(=O)Nc2cc(=O)n(C)c(=O)n2C)c1 | 2 | x | 3 | -7 | 2 | -0.6 | 3 | -0.2 | -13 | -2
Oc1ccc(-c2cccc(-c3ccc(O)cc3)n2)cc1 | -2 | -2 | -1 | -12 | 1 | -1.0 | 5 | -2.4 | -19 | 3
COC(=O)c1c(-c2ccccc2)noc1C | -4 | -2 | 1 | -2 | 2 | -0.6 | 1 | -0.3 | 16 | 1
O=[N+]([O-])c1cccc(-c2ccc(/C=N/Nc3nc(N4CCCCC4)nc(N4CCCCC4)n3)o2)c1 | -7 | -4 | -2 | -12 | 7 | 0.2 | 4 | -3.2 | -84 | -4
CCN(CC)S(=O)(=O)c1ccc(NC(=O)c2cc(-c3cccs3)nc3ccccc23)cc1 | 1 | 4 | -3 | -1 | -6 | 0.9 | -10 | 1.8 | -23 | 3
O=C(c1cc(Br)c[nH]1)N1CCCCC1 | 1 | -1 | 2 | -6 | -5 | -1.1 | 2 | 0.8 | 9 | -1
CC(=O)N1CN(CCCn2ccnc2)Cc2c1sc1c2CCCC1 | 0 | -1 | 0 | -11 | -2 | -0.2 | 1 | 1.4 | 15 | 0
CN1CCN(NC(=O)c2cc(S(=O)(=O)N3CCOCC3)c(Cl)cc2Cl)CC1 | -14 | 2 | 1 | 13 | 2 | -1.6 | 0 | -0.6 | 14 | 2
CCCn1c(SCC(=O)Nc2cccc(C)n2)nc2c1c(=O)n(C)c(=O)n2C | -2 | 0 | 0 | -8 | 6 | -1.8 | 6 | -0.9 | x | -2
COc1ccccc1NC(=O)CNC(=O)c1ccc(Br)o1 | 12 | 3 | -2 | 4 | -4 | -0.8 | -4 | 2.1 | 25 | 0
CC(O)CCC(=O)NCCNC(=O)CCC(C)O (stereo not drawn) | 5 | 2 | 2 | -1 | 2 | -0.7 | -4 | -1.0 | 17 | -6
CC(=O)N1CC=C2C(C#N)=C(N)C(C#N)(C#N)C(CCc3ccccc3)C2C1 (stereo not drawn) | 1 | -19 | 5 | -12 | 7 | -8.1 | 1 | -0.2 | 3 | -10
Cc1ccc(C)c(S(=O)(=O)n2cnc3ccccc32)c1 | -7 | 5 | 0 | -8 | -8 | -0.3 | -4 | 0.8 | 14 | 4
O=C(CNCCC1=CCCCC1)Nc1ccccc1N1CCCCC1 | -2 | x | -13 | -1 | 4 | -2.0 | 15 | -0.2 | -9 | 1
CC(C)c1ccc(/C=C/C(=O)CCC(=O)O)cc1 | 3 | 2 | 2 | -8 | 10 | 0.5 | 6 | 0.1 | 0 | -3
O=C(O)c1cccc2c1-c1c(cccc1[N+](=O)[O-])C2 | -2 | -2 | 2 | -1 | 18 | -4.3 | 0 | -3.9 | 20 | -4
Cc1ccc(N2CC(C(=O)Nc3ccc(N4CCOCC4)cc3)CC2=O)cc1C (stereo not drawn) | -6 | 8 | -1 | -26 | 1 | -0.2 | -4 | 0.1 | x | -7
CCCc1nnc(NC(=O)CNc2ccc(F)cc2)s1 | 4 | -4 | 1 | -4 | 6 | -0.4 | -7 | -0.4 | -1 | -5
CCc1ccc(OCCOC(=O)Nc2ccccc2)cc1 | -8 | -7 | -10 | 0 | -5 | 0.8 | -3 | 1.0 | -14 | -3
CCOc1ccc(NS(=O)(=O)c2ccc(C(=O)N3CC(C)OC(C)C3)cc2)cc1 (stereo not drawn) | 5 | 16 | -1 | -9 | 4 | 0.4 | 4 | 0.5 | 17 | -1
S=c1[nH]nc(-c2ccccc2)c2ccccc12 | -3 | -2 | -3 | -5 | 0 | -0.3 | -6 | 2.5 | -11 | 2
O=C1C2C3C=CC(C3)C2C(=O)N1c1ccc2c(c1)OCO2 (stereo not drawn) | 9 | 1 | 1 | -3 | 8 | -1.3 | -25 | 1.9 | 8 | -6
CCOC(=O)CSc1nc2ccccc2c(=O)[nH]1 | -10 | x | -4 | -8 | 0 | -0.3 | 2 | 1.1 | 11 | -3
CCCn1c(SCC(=O)Nc2cccnc2Cl)n[nH]c1=O | 0 | 1 | 0 | 4 | -1 | 1.1 | 1 | -0.1 | 13 | -3
O=C(NCCC1=CCCCC1)C1CCN(S(=O)(=O)c2ccc(-n3cnnn3)cc2)CC1 | 0 | -2 | 0 | -16 | 0 | 0.3 | -8 | 1.1 | 7 | -1
COc1ccccc1CCc1nnc(CCC(=O)NCC[C@@H]2C[C@@H]3C=C[C@H]2C3)o1 | -9 | x | -1 | 1 | 2 | -0.9 | -2 | 0.1 | 3 | -5
CCOC(=O)CSc1nn(-c2ccccc2)c(=S)s1 | 7 | -4 | -7 | 2 | -5 | -0.4 | -1 | -0.5 | 7 | 1
COc1cccc(CN(C)C(=O)c2ccc(C)c(S(=O)(=O)N3CCCCC3)c2)c1 | -4 | 0 | -1 | -3 | 0 | -1.9 | 0 | 0.4 | 26 | 1
CC[C@H](C)[C@H](NC(N)=O)C(=O)Nc1ccccc1F | 9 | 3 | -1 | 12 | 0 | 1.2 | 4 | -5.7 | 32 | -3
CCOC(=O)c1sc(=NC(=O)c2cccc(Br)c2)n(C)c1C | 0 | x | 1 | 0 | 0 | -0.4 | -15 | 0.2 | 10 | 2
COc1ccccc1NC(C)=O | 7 | 3 | -2 | -9 | 3 | -0.5 | -4 | -2.3 | 17 | -2
CC(C)OC(=O)CSc1nnc(CNc2ccc(Cl)cc2)n1Cc1ccccc1 | -3 | -2 | -5 | 8 | -2 | -0.7 | 9 | -3.4 | -41 | -2
COC(=O)N[C@H](c1ccccc1)[C@@]1(C)C[C@@H]1[C@@H](C)C(=O)Nc1ccc2ccccc2c1 | -7 | -3 | -2 | 4 | 4 | -0.1 | 2 | 0.3 | -16 | -5
Cn1c(/C(C#N)=C2/CCCCCN2)nc2ccccc21 | -5 | -1 | -2 | -6 | -3 | -0.8 | 2 | -0.1 | -6 | 1
O=C(NCc1ccc(F)cc1)C1CCCN(S(=O)(=O)c2cccnc2)C1 (stereo not drawn) | -1 | -4 | 0 | 1 | 4 | 0.3 | -7 | -2.2 | 12 | 1
Cc1cccc(C(=O)NNC(=O)/C=C/C(=O)O)c1 | -6 | -3 | -5 | -10 | -8 | -2.3 | 14 | -0.2 | -4 | -2

Next part; it opens with the two that closed the last part.
SMILES | PKA-R2B act | CAL PDZ FP-1 | DAGLB inh | Cardiac RTF inh | RTF Ca sens act | CAL PDZ FP-2 | Rtt109 Vps75 | LANA DNA inh | SR-BI DiI-HDL act | Keap1-Nrf2 PPI
O=C(NCc1ccc(F)cc1)C1CCCN(S(=O)(=O)c2cccnc2)C1 (stereo not drawn) | -1 | -4 | 0 | 1 | 4 | 0.3 | -7 | -2.2 | 12 | 1
Cc1cccc(C(=O)NNC(=O)/C=C/C(=O)O)c1 | -6 | -3 | -5 | -10 | -8 | -2.3 | 14 | -0.2 | -4 | -2
COc1ccc(NS(=O)(=O)c2cc(NC(=O)/C=C/c3cccs3)ccc2N2CCOCC2)cc1 | -2 | 12 | 0 | -22 | 3 | -1.9 | 4 | -0.4 | -7 | -3
Cc1ccc(CNC(=O)c2ccc(Cl)c(S(=O)(=O)N3CCCCC3)c2)cc1 | -12 | 1 | 0 | 8 | -1 | 0.1 | 2 | -0.7 | -14 | 2
CN(CCc1cnn(C)c1)C(=O)C1CCC(=O)N(CC2CCCCC2)C1 (stereo not drawn) | -3 | -23 | -3 | -3 | -5 | -1.6 | -3 | 0.4 | 5 | 2
CC1=CC(=C(C#N)c2nc3ccccc3s2)C=C(C)N1Cc1ccco1 | 3 | -3 | 1 | -5 | 8 | -0.9 | x | 3.7 | -109 | 0
COc1ccc(C(=O)NC(CCSC)C(=O)NCc2nnc3ccccn23)cc1 (stereo not drawn) | -6 | -4 | 1 | -9 | -1 | -2.7 | 0 | 0.7 | 41 | -4
CC1CCCC(C)N1CCCNC(=O)Cn1cc2c(n1)CCCC2 (stereo not drawn) | -5 | x | -3 | -9 | 2 | 1.4 | 6 | 3.7 | 9 | -2
CCc1ccc(-c2cc(C(=O)NCc3ccccn3)c3ccccc3n2)cc1 | 2 | -4 | -5 | -6 | -3 | -3.3 | 6 | 0.0 | -36 | 0

Structures listed so far printed as active in LANA DNA inh.
structure | PKA-R2B act | CAL PDZ FP-1 | DAGLB inh | CAL PDZ FP-2 | Rtt109 Vps75 | LANA DNA inh | SR-BI DiI-HDL act | Keap1-Nrf2 PPI
COc1cccc(NS(=O)(=O)c2ccc3c(c2)C2C=CCC2C(c2ccc(C(=O)O)cc2)N3)c1 (stereo not drawn) | 5 | -4 | 12 | 0.6 | 0 | 104* | -22 | 7
